Screens: PubChem, several laboratories
ERa coact inh = ER-alpha (human) coactivator binding inhibition. P03372. inhibition, % at 25.6 µM. actives 1.7% (n = 86,000). AID 629. TR-FRET ER-alpha LBD / SRC-1 peptide, estradiol-bound; in the data active = inhibition above about 50%;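 note: 0% = receptor plus peptide control and 100% = peptide only without receptor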
FAK inh = FAK (human) kinase inhibition | biochemical FAK kinase activity assay | Q05397 | actives 0.84% (n = 97,000) | AID 727 | inhibition, %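 (tested at 7 µM)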; in the data active = inhibition above about 19%;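 note: 0% = DMSO and 100% = reference compound high control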
HUVEC tox IL1B = HUVEC cytotoxicity counter-screen, IL-1B stimulated; HUVEC cell count loss, Hoechst imaging; cell count reduction, % at 2 µM; actives 0.41% (n = 94,000); AID 845;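 active = cell count reduction more than 3 SD above the screen-wide mean, cut at about 70% in these data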;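 note: normalized per plate to untreated control cells as the no-loss baseline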
TNFa cytotox = HUVEC cytotoxicity counter-screen, TNF alpha stimulated | cell count reduction, % at 2 µM | HUVEC TNFalpha-stimulated, Hoechst cell count, imaging | actives 0.17% (n = 93,000);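 active = cell count reduction exceeding the screen mean by over 5 SD, scaled to untreated wells per plate, cut at about 78% in these data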;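 note: cells counted after 24 h of TNF alpha exposure following the 1 h pretreatment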
cytoskel mod = alters cytoskeleton assembly in HUVEC cells; HUVEC TNFa F-actin phalloidin imaging, high content; inhibition, % at 2 µM; actives 0.18% (n = 91,000); AID 836;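 active = inhibition above the batch mean plus 3 SD and confirmed as a hit by visual image inspection, cut at about 30% in these data, passing the limit was not always enough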; note: strong numbers were not always called active
VCAM1 TNFa inh = reduces TNF alpha induced VCAM1 expression in HUVEC | inhibition, % at 2 µM | HUVEC TNFa-induced VCAM-1 immunofluorescence, high-content imaging | actives 0.48% (n = 95,000);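 active = inhibition above the batch mean plus 3 SD, with images confirmed as a hit by eye, cut at about 37% in these data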;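 note: 0% = TNF-stimulated DMSO wells and 100% = unstimulated control wells; not every result past the cut was called active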
Pyk2 oligo antag = antagonists of human Pyk2 oligomerization | AID 1347419 | Q293 cells, Pyk2 FERM NanoBiT luminescence; hits give low values | actives 0.83% (n = 99,000) | Q14289 | z-score (the deposit names both 25 µM and 10 µM);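 active = Z-score of -3 or lower, scaled per plate to the spread of control and sample wells; inactive = z-score above -3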;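 note: negative z-score means lost luminescence so less FERM oligomerization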
Target sequence (Q14289 whole entry, looked up): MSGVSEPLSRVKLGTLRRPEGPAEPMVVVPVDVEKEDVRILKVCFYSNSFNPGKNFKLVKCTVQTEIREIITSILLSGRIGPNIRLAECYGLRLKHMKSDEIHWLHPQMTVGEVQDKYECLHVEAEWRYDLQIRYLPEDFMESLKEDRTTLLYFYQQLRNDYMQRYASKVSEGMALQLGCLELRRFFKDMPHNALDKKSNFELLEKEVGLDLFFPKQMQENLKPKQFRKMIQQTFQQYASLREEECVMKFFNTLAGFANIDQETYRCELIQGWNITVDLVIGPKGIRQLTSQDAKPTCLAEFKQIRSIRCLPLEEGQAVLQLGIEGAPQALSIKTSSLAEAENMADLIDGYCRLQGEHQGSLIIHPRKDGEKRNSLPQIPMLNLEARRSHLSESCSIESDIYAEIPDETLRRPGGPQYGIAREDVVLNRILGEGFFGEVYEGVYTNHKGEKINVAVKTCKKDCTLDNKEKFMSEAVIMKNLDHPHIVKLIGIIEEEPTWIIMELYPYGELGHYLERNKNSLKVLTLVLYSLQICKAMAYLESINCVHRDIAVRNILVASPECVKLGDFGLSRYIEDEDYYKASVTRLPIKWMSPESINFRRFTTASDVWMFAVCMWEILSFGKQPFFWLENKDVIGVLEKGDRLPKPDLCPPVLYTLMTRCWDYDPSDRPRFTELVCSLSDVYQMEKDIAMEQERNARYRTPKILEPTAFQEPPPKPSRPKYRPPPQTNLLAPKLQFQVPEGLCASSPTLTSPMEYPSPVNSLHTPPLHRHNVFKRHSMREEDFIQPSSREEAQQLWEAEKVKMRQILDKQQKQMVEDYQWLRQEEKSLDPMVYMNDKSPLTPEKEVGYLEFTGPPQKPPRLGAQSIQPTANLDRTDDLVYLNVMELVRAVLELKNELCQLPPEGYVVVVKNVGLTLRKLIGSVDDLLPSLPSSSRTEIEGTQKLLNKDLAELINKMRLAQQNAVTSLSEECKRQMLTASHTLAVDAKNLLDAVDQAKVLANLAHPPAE
LYP act = activators of human LYP (PTPN22) phosphatase. Q9Y2R2. recombinant LYP, DiFMUP fluorescence; 0 = plate median, 100 = signal doubled. activation, % at 2 µM. actives 0.11% (n = 96,000);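 active = activation at 2 µM above a set limit, the mean plus 5 SD, cut at about 37% in these data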
LYP inh 2 = blocks human PTPN22 phosphatase activity. Q9Y2R2. recombinant LYP catalytic domain, DiFMUP fluorescence. inhibition, % at 2 µM. actives 0.21% (n = 96,000);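 active = inhibition at 2 µM at or above a set limit, the screen mean plus 3 SD, cut at about 24% in these data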;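 note: 0% = DMSO with enzyme and 100% = enzyme fully blocked by orthovanadate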
An asterisk follows results filed as active; x = no result given; [ ] = remark or other dose.

SMILES	ERa coact inh	FAK inh	HUVEC tox IL1B	TNFa cytotox	cytoskel mod	VCAM1 TNFa inh	Pyk2 oligo antag	LYP act	LYP inh 2
O=C(NC1CC1)c1ccc(CS(=O)(=O)c2c(Cl)cccc2Cl)o1	1	-9	7	-8	3	-1	x	2	-5
CCOC(=O)c1ccc(N/C=C/C(=O)c2ccc(OC)c(OC)c2)cc1	x	8	15	-22	13	-6	0.66	-14	18
c1ccc(Oc2ccc(-n3cnnn3)cc2)cc1	-1[fluorescence artefact?]	3	-10	43	-16	10	2.5	-2	6
Cc1nc2cc(CO)ccc2s1	1[fluorescence artefact?]	7	-8	-9	0	-7	-0.01	-8	6
O=C(Nc1ccccc1Cl)c1ccccc1Oc1ccc(C(F)(F)F)cc1[N+](=O)[O-]	x	-1	-11	-35	6	-15	-2.7	-2	5
CC(C)(C)CC(=O)NC(=S)Nc1ccccc1C(F)(F)F	x	4	3	x	5	4	-0.88	-2	6
CCCC(=O)NCc1cc(-c2nn(C)c(=O)c3ccccc23)ccc1C	-9	1	-5	5	-27	4	0.73	-3	6
Cc1cccc(C(C)(C)C)c1OCCCCN1CCCC1	-3	0	14	-2	-43	-3	0.75	-4	6
CCOc1ccc(-c2c(=O)n(OCc3ccccn3)c3ccccc3[n+]2[O-])cc1	5	-1	11	1	1	13	-0.05	3	1
COc1ccc(C2C(C(=O)Nc3cc(C)on3)c3ccccc3C(=O)N2C)cc1OC (configuration not stated)	-38	2	13	-28	12	10	0.16	1	0
Cc1cc(N2C(=O)C3CC=CCC3C2=O)cc(C)c1Br (configuration not stated)	x	0	5	x	1	-25	-1.3	4	-6
CCOC(=O)N1CCN(S(=O)(=O)c2ccc(Br)s2)CC1	-10	3	22	44	-12	36	0.35	1	-2
COC(=O)CSc1nnc(CNC(=O)Cc2ccccc2)n1C	-3	1	-22	-22	-9	20	0.49	3	-4
CCCC1=[N+](CC(=O)c2ccccc2)CCn2c(C)ccc21	x	5	5	4	15	-10	0.05	-18	20
Cc1ccc(C23OC(=O)C(C)(C)C2OC(=O)C3(C)C)cc1 (configuration not stated)	x	0	6	-21	22	-17	-1.4	-12	17
Cc1nn(Cc2ccc(C(=O)N3c4ccc(F)cc4CCC3C)o2)c(C)c1Br (configuration not stated)	12	-3	15	-9	x	2	-0.9	3	-4
CC1=Nn2c(nnc2-c2ccccc2Cl)SC1	-9	3	-26	-18	23	-3	0.8	0	-1
CCC(=O)Nc1ccc(C(=O)NNC(=O)c2cccs2)cc1	x	-4	-4	-6	x	-1	-0.43	7	-5
N=c1n(CCO)c2ccccc2n1CCOc1ccccc1	-3	3	26	-31	23	14	0.3	1	-3
COCCNC(=O)CSc1nc2ccc(N3CCOCC3)cc2c(=O)n1Cc1ccc(OC)cc1	x	8	-11	-21	14	1	0.8	-3	1
Cc1nn(Cc2cccc(C(=O)NC(C)c3ccc(C(C)(C)C)cc3)c2)c(C)c1[N+](=O)[O-] (configuration not stated)	x	-3	-1	-4	-4	-2	-1.4	-9	9
O=C(NC1=NCCS1)C1COc2ccccc2O1 (configuration not stated)	0	-4	-24	3	-25	-2	0.11	-4	1
CCOC(=O)C(=CNc1ccccc1C)C(=O)OCC	x	2	-10	-30	29	2	-2	-5	10
CCOC(=O)Cc1nnc2c(Nc3ccccc3F)nc3nonc3n12	6	-2	-10	-17	8	-1	-0.22	7	-10
CCC(c1nnnn1C(C)(C)C)N(CCOC)Cc1cc2cccc(C)c2n2nnnc12 (configuration not stated)	-5	1	14	x	18	x	x	-7	6
CCN(CC)c1ccc(NC(=O)c2[nH]c(C)c(C(C)=O)c2C)c(C)c1	-30[fluorescence artefact?]	-1	11	-18	13	-4	1.2	1	-7
CC(=O)Nc1ccc(S(=O)(=O)NC2(C(F)(F)F)C(=O)Nc3c2c(=O)[nH]c(=O)n3C)cc1 (configuration not stated)	-6[fluorescence artefact?]	0	-16	-5	34*	1	-0.1	-11	13
Cc1cc(C)nc(SCc2nnc(SCC(=O)Nc3ccc(C)c(C)c3)n2Cc2ccco2)n1	1	-1	-27	-38	11	-5	-0.51	-11	9
Cc1ccc(NC(=O)CCc2c(C)nc3ncnn3c2C)cc1	-3	2	6	4	-13	5	0.27	11	-13
CCOC(=O)c1cc(NC(=O)CSc2nnc(CN3CCOCC3)n2C)ccc1Cl	-5	-1	7	2	-1	9	0.04	-1	0
O=C(CN1CCCN(Cc2ccc(F)cc2Cl)C1=O)NCc1ccccc1	x	3	-25	-26	2	8	-0.98	-1	2
COc1ccnc(NCc2cccc(C(F)(F)F)c2)c1C#N	x	-2	8	-4	15	2	-0.48	-5	10
CC1=C(C(N)=O)C(c2cccs2)n2nc(-c3cccc(C)c3)nc2N1 (configuration not stated)	x	1	-15	-12	-4	0	0.14	9	-11
Cc1cccnc1NC(=O)c1c(O)c2ccccc2n(C)c1=O	2[fluorescence artefact?]	0	-11	-5	16	0	0.55	-8	7
COc1cccc(C(=O)O/N=C/c2ccc(Sc3ccc(C)cc3)nc2)c1	3	1	2	-28	x	3	0.35	0	1
COC(=O)c1cccc(NC(=O)CN2CCN(Cc3ccccc3)CC2)c1	-7	0	-6	3	2	-6	-0.01	0	0
CC(C)COc1ccc(CNC(=S)NCc2ccccc2)cc1	x	2	-68	-9	4	2	-1.4	5	-2
CCOc1ccc(C2N(c3ccc(F)cc3)C(=O)C3CCCN32)cc1OC (configuration not stated)	-6	-1	6	-21	-8	-3	x	-9	6
COc1cc(C(=O)Nc2sc3c(c2C#N)CCN(C(C)=O)C3)cc(OC)c1OC	10[fluorescence artefact?]	8	4	8	-22	24	x	-4	3
NC(=O)C1(N2CCCCC2)CCN(c2ccc3nnc(-c4ccccc4)n3n2)CC1	-1	-6	-1	-39	3	3	x	-4	1

An excerpt of these results, with bars between the fields:
smiles | ERa coact inh | FAK inh | HUVEC tox IL1B | TNFa cytotox | cytoskel mod | VCAM1 TNFa inh | Pyk2 oligo antag | LYP act | LYP inh 2
Cc1cc(C)nc(SCc2nnc(SCC(=O)Nc3ccc(C)c(C)c3)n2Cc2ccco2)n1 | 1 | -1 | -27 | -38 | 11 | -5 | -0.51 | -11 | 9
Cc1ccc(NC(=O)CCc2c(C)nc3ncnn3c2C)cc1 | -3 | 2 | 6 | 4 | -13 | 5 | 0.27 | 11 | -13
CCOC(=O)c1cc(NC(=O)CSc2nnc(CN3CCOCC3)n2C)ccc1Cl | -5 | -1 | 7 | 2 | -1 | 9 | 0.04 | -1 | 0
O=C(CN1CCCN(Cc2ccc(F)cc2Cl)C1=O)NCc1ccccc1 | x | 3 | -25 | -26 | 2 | 8 | -0.98 | -1 | 2

Quoted at random: four compounds from above
SMILES	ERa coact inh	FAK inh	HUVEC tox IL1B	TNFa cytotox	cytoskel mod	VCAM1 TNFa inh	Pyk2 oligo antag	LYP act	LYP inh 2
CCOC(=O)Cc1nnc2c(Nc3ccccc3F)nc3nonc3n12	6	-2	-10	-17	8	-1	-0.22	7	-10
CCOC(=O)C(=CNc1ccccc1C)C(=O)OCC	x	2	-10	-30	29	2	-2	-5	10
Cc1ccc(NC(=O)CCc2c(C)nc3ncnn3c2C)cc1	-3	2	6	4	-13	5	0.27	11	-13
COC(=O)c1cccc(NC(=O)CN2CCN(Cc3ccccc3)CC2)c1	-7	0	-6	3	2	-6	-0.01	0	0

Following part
SMILES	ERa coact inh	FAK inh	HUVEC tox IL1B	TNFa cytotox	cytoskel mod	VCAM1 TNFa inh	Pyk2 oligo antag	LYP act	LYP inh 2
CCc1nnc(NC(=O)CN2CCN(c3ccccc3OC)CC2)s1	x	1	-12	-18	-18	-4	-0.21	-4	1
O=C(CN1C(=O)CC(c2ccccc2)=Nc2ccccc21)NCc1ccco1	2	-1	-9	-20	-2	13	-0.35	-1	-3
COc1ccc(C2=Nn3c(nnc3C3CCCCC3)SC2)cc1OC	0	0	-7	-14	-5	8	-1.8	7	-5
COC(=O)Cn1c2[n+](c3ccccc31)CC(O)CS2 (configuration not stated)	-4	2	2	2	-21	7	0.31	12	-18
O=C(c1ccc2c(c1)OCCO2)C1CCN(C(=O)c2ccc(F)cc2)CC1	-1	-3	-16	-4	6	-10	-0.9	-2	1
CC1=CCC(C(=O)O)(C(=O)N/N=C/c2cccs2)C(c2ccc(F)cc2)C1 (configuration not stated)	-4	-2	-11	-22	-2	-2	-0.67	-3	4
CCOC(=O)CC(N)c1ccc2c(c1)OCO2 (configuration not stated)	0	-2	3	-2	-8	9	x	3	0
[N-]=[N+]=CC(=O)C(Cc1ccccc1)N1C(=O)c2ccccc2C1=O (configuration not stated)	3[fluorescence artefact?]	0	-19	-8	6	2	0.72	0	3
CCOC(=O)C1C(=O)CC(C)(O)C(C(=O)OCC)C1c1cccc(OC)c1 (configuration not stated)	-8	-3	4	-16	8	-3	0.39	2	-1
CCOc1cccc(-c2nnc3sc(C4CCCCC4)nn23)c1	-23	5	-8	-24	-9	-46	-1	-3	1
O=C(Nc1cccc2cccnc12)c1cccc2ccccc12	-2	0	5	7	-16	-5	-0.05	-9	9
Cc1nnc(-c2ccccc2)c(=O)n1/N=C/c1c(O)ccc2ccccc12	x	3	-75	14	14	5	-0.47	-2	6
CC1CC(=O)C2=C(C1)Nc1ccccc1N=C2 (configuration not stated)	3	4	-15	-13	6	-8	-0.08	8	-6
Cc1nn(C(CC(=O)O)C(=O)O)c(C)c1Br (configuration not stated)	-3	0	7	-3	-18	-7	-0.21	2	-1
O=S(=O)(Nc1cnc2ccccc2c1)N1CCCCCC1	12	3	-28	-4	6	13	1.2	-3	2
COc1cccc(C(=O)NCC(=O)n2nc(C)cc2C)c1	0	4	-8	-42	21	-53	-0.13	16	-18
Cc1ccc(Oc2nn[nH]n2)cc1	x	2	-22	-11	7	18	1.8	0	4
CC(C)(C)NC(=O)C(c1ccccc1F)N(Cc1ccco1)C(=O)c1csnn1 (configuration not stated)	-3[fluorescence artefact?]	-5	-5	x	20	x	0.05	3	-4
Cc1ccc(-c2nc3ccccc3[nH]2)cc1NC(=S)NC(=O)c1ccccc1Br	x	-4	4	37	13	41	-2.8	4	-2
COc1cc(NC(=O)CC(C)C)ccc1NC(=O)c1ccco1	-5	0	11	-6	-14	10	1.4	11	-8
C=CCSc1nnc(NC(=O)CSc2nc(CCC)cc(=O)[nH]2)s1	2	-3	18	-15	5	21	0.34	1	-3
Cc1ccc2nc(-c3ccccn3)oc2c1	-4	1	3	17	17	-21	0.19	9	-9
O=[N+]([O-])c1ccc(N2CCN(c3ccc(Cl)nn3)CC2)c(Cl)c1	10	3	-8	-32	-1	-20	-0.23	-9	11

A draw from above in order of length of the SMILES, descending:
SMILES	ERa coact inh	FAK inh	HUVEC tox IL1B	TNFa cytotox	cytoskel mod	VCAM1 TNFa inh	Pyk2 oligo antag	LYP act	LYP inh 2
CCCC(=O)NCc1cc(-c2nn(C)c(=O)c3ccccc23)ccc1C	-9	1	-5	5	-27	4	0.73	-3	6
Cc1ccc(NC(=O)CCc2c(C)nc3ncnn3c2C)cc1	-3	2	6	4	-13	5	0.27	11	-13
Cc1nc2cc(CO)ccc2s1	1[fluorescence artefact?]	7	-8	-9	0	-7	-0.01	-8	6

Not a hit list (roughly 3.8% active in at least one column).
